From PubChem BioAssay
Peg3 prom inh = Peg3 promoter-driven luciferase inhibitors, primary screen, cell-based, HeLa, luciferase luminescence; HeLa PEG-Prom luciferase reporter, overnight; inhibition, % at 20 µM; 360,000 tested, 1.7% active; AID 588405, 2011;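 active means inhibition of at least 50% at 20 µM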
KKLEB tox = cytotoxicity in KKLEB CF airway cells, primary screen, cytotoxicity control for CF NF-kB inhibitor project, cell-based, uHTS, fluorescence assay plates; activity change (cytotoxicity), % at 5 µM; KKLEB CF airway cells viability, ATPlite luminescence, overnight; stronger effect = lower value; cells stimulated with P. aeruginosa culture filtrate; 360,000 tested, 0.36% active; AID 602141, 2011;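 active means corrected activity change at or below -50% at 5 µM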
MITF TRPM1 inh = inhibitors of MITF-dependent TRPM1 promoter reporter, primary screen, cell-based, SK-MEL-5, single point, luciferase. SK-MEL-5 TRPM1 promoter luciferase, 24 h. inhibition, % at 12.5 µM. 330,000 tested, 0.83% active;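 active means mean inhibition across replicates of 60% or more, whatever share of single replicates reaches that level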; further: values of inactives mirror those of a sister screen read the other way
CF NFkB inh = inhibitors of PAF-induced NF-kB signaling, primary screen, cell-based, GFP fluorescence, uHTS. KKLEB NF-kB-GFP reporter, GFP fluorescence overnight. inhibition, % at 5 µM. 360,000 tested, 0.86% active. AID 588850, 2011;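 active means at least 50% inhibition at 5 µM, scaled per plate between neutral and stimulator controls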;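 further: PAF is a Pseudomonas aeruginosa culture filtrate used as stimulus; plate controls were PAF-stimulated DMSO wells for no effect and unstimulated DMSO wells for full effect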
NR2E3 ag-1 = inhibitors of NR2E3-RetCOR corepressor binding, primary screen, NR2E3 agonist project, biochemical, TR-FRET, GST-NR2E3, biotin-RetCOR; Photoreceptor-specific nuclear receptor (Homo sapiens), Q9Y5X4; 1536-well; 320,000 tested, 0.12% active; AID 2300, 2010; inhibition of corepressor binding, % at 4.78 µM;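 active means percent inhibition above the cutoff of mean plus 3 SD of all tested compounds, set per screening campaign, cut at about 20% in these data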;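 further: 0% = DMSO wells and 100% = biotin wells as full block of FRET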
Target sequence (Q9Y5X4 whole entry, looked up): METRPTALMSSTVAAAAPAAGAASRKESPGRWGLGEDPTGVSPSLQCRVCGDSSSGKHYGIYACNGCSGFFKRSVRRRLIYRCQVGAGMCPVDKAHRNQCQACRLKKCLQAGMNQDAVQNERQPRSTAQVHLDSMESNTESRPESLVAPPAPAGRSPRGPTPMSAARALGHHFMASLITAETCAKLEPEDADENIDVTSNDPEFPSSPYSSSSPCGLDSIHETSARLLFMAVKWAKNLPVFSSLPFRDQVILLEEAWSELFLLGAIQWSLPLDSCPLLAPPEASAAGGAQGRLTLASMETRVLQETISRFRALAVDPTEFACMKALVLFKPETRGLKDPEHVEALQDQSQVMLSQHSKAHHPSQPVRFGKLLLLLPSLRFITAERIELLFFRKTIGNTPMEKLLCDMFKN
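Test system: GST-NR2E3 and biotin-RetCOR proteins | Quantity: 1.35 nM GST-tagged NR2E3 final | Medium: Tris pH 7.5 | Also added: 7 nM biotin-RetCOR | Dosing: Compound at 4.8 µM, single dose | Timing: 5 h at 4 °C | Detection: Time-resolved FRET | Read-out basis: Percent inhibition | Benchmarks: Biotin wells as high control, 0.6% DMSO wells as low control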
NR2E3 ag-2 = NR2E3 agonists in two-hybrid cells, primary screen, cell-based, luminescence, CHO-S, Gal4-NCOR/VP16-NR2E3; Photoreceptor-specific nuclear receptor (Homo sapiens), Q9Y5X4; luciferase; inhibition of corepressor binding, % at 3.98 µM; 360,000 tested, 0.35% active; AID 602229, 2012;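 active means inhibition above the mean of all tested compounds plus 3 SD, cut at about 70% in these data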;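 further: 0% = DMSO with NR2E3 transfected cells and 100% = cells lacking NR2E3 construct; higher means lower luciferase signal from less NR2E3 corepressor binding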
HIF-2a inh = HIF-2a reporter inhibitors, primary screen, luminescence, 786-0 RCC cells. 786-0 RCC cells HIF-2a reporter, luciferase luminescence, overnight. inhibition, % at 18.8 µM. 360,000 tested, 0.72% active. AID 624352, 2012;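 active means inhibition of the luminescence signal of 40% or more relative to plate controls, in a single-dose primary screen at 18.75 µM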
Shn3 inh set2 = reduction of Shn3 3'UTR firefly luciferase signal, primary screen, Schnurri-3 inhibitor project, cell-based, Clone20 osteoblasts, set 2; Clone20 osteoblast Shn3 3'UTR firefly luciferase, 24 h; inhibition, % at 12.5 µM; 360,000 tested, 0.52% active; AID 588674, 2011;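 active means mean inhibition of at least 75% with every replicate also reaching 75%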;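 further: 0% = median of neutral control wells and 100% = pilot-screen positive control compound; some compounds past the cut are filed as inactive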
TWEAK-Fn14 inh = inhibitors of TWEAK-Fn14 signaling, primary screen, luciferase reporter cells, uHTS; AID 1159606, 2016; 360,000 tested, 2% active; inhibition, % at 10 µM; TWEAK-stimulated Fn14 reporter cells, luciferase luminescence, 8 h; in the data active means inhibition above about 50%
TROY signal inh = inhibitors of TROY-driven NF-kB signaling, primary screen, Q293 LMP1-TROYcd cells, NF-kB luciferase, uHTS | inhibition, % at 10 µM | AID 1347056, 2019 | 360,000 tested, 0.98% active | Q293 LMP1-TROYcd NF-kB luciferase reporter, 4 h;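 active means compounds whose plate-normalised and pattern-corrected inhibition of the luciferase reporter signal at the single screening dose is 50% or more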
TRAIL sens C8 = viability loss with TRAIL in NB7+C8 cells, primary screen, TRAIL sensitizer project, cell-based, ATPlite luminescence; 360,000 tested, 1% active; inhibition (viability loss, TRAIL sensitization), % at 10 µM;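 active means compounds causing at least 50% loss of cell viability in the single-dose screen, relative to plate controls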
* hit, by the source's call; · = not tested or not shown.

SMILES	Peg3 prom inh	KKLEB tox	MITF TRPM1 inh	CF NFkB inh	NR2E3 ag-1	NR2E3 ag-2	HIF-2a inh	Shn3 inh set2	TWEAK-Fn14 inh	TROY signal inh	TRAIL sens C8
CC(=O)Nc1c(C(=O)N2CCCCCC2)cnn1-c1ccccc1	-0.8	2.6	15.0	4.0	-1.5	-27.7	6.0	32.2	-1.1	-11.4	-19.0
CC(=O)Nc1ccc(CN2CCCC(CCC(=O)NCc3ccccc3F)C2)cc1 (stereo not drawn)	-17.9	2.6	5.6	-4.5	3.8	-33.7	13.6	-24.1	-13.3	20.0	0.9
COc1ccc(F)cc1S(=O)(=O)N1CCCN(S(=O)(=O)c2cc(F)ccc2OC)CC1	12.2	10.5	-0.6	-5.0	-1.8	-7.3	14.9	7.2	-2.1	-6.4	4.2
COc1ccccc1OCc1ccc(C(=O)N2CCN(C)CC2)o1	-4.9	2.0	-3.6	6.4	-0.7	-59.4	11.9	-13.3	-7.4	-2.2	0.5
C[C@@H]1CCCCO[C@H](CN(C)S(=O)(=O)c2ccccc2)[C@@H](C)CN([C@H](C)CO)C(=O)c2cc(NC(=O)Cc3ccccc3)ccc2O1	12.3	4.3	·	5.7	·	-33.5	2.6	12.5	-32.1	2.0	-4.0
Cc1c(C(=O)O)sc2nc3n(c(=O)c12)CCC3	5.7	5.8	5.6	-11.1	1.3	21.6	-1.5	8.9	-0.8	11.2	12.4
COc1ccc(CN2CCCC(C(=O)c3ccc(SC)cc3)C2)cc1Cn1cccn1 (stereo not drawn)	14.5	-2.9	-5.2	21.6	-0.3	-0.2	0.5	21.3	-7.9	4.9	34.3
COc1cccc(C(=O)COC(=O)C(C)N2C(=O)C3C4C=CC(C4)C3C2=O)c1 (stereo not drawn)	2.9	12.6	-3.6	-3.6	-0.7	-32.8	-3.1	·	14.0	0.9	4.2
CCN1CCSc2ccc(C(=O)Nc3ccc(NC(C)=O)cc3)cc21	-8.6	-0.7	-5.6	-0.4	1.7	1.0	17.1	-10.1	-2.7	0.5	3.6
Cc1c(C(=O)NCCC#N)sc(=O)n1Cc1ccc(F)cc1	2.2	-2.6	·	18.6	·	-18.1	2.3	-41.5	-2.2	7.0	-6.2
CCOC(=O)c1cn(Cc2ccccc2)c(C(=O)OC(C)(C)C)c1O	4.2	-27.5	-4.7	0.3	-1.1	-20.5	0.0	-7.5	3.0	-10.8	12.8
O=C(O)c1ccc2c(c1)C(=O)N(c1nccs1)C2=O	11.9	2.3	6.9	4.9	-0.4	0.2	10.7	-4.6	-6.3	-15.9	7.6
COc1ccc(CCNC(=O)C(C)SCC(=O)Nc2ccc(F)cc2)cc1 (stereo not drawn)	22.1	-1.7	9.7	10.8	·	-10.4	11.6	6.4	-9.4	-6.5	-0.4
CSc1ccccc1OCc1cc(C(=O)N(C)C2CCCc3ccccc32)no1 (stereo not drawn)	-23.7	-22.0	-7.0	30.0	-4.0	-14.4	-50.1	2.1	-40.2	-25.4	25.4
O=C(NCc1ccc2[nH]c3c(c2c1)CCCC3)c1ccc(S(=O)(=O)N2CCCCC2)cc1	7.4	11.2	·	28.8	2.5	-41.5	8.1	-1.4	-14.9	11.8	-3.7
COCCNC(=O)CN1C(=O)CC(C)(C)S(=O)(=O)c2ccccc21	-3.5	-8.2	·	2.1	0.5	-14.5	4.9	11.5	-23.9	-5.0	-5.5
COc1cccc(N2CN(C3CCCCC3)CNC2=S)c1	11.1	-2.0	12.7	1.8	2.7	2.4	-15.0	2.3	-21.0	7.5	2.8
CC(C)n1cc(CN2CCC(n3nccc3NC(=O)Cc3ccccc3)CC2)cn1	11.2	4.3	9.1	2.3	2.4	-18.7	13.4	-4.9	-7.5	5.0	15.0
COc1cccc(C(=O)NN2C(=O)C3C4C=CC(O4)C3C2=O)c1 (stereo not drawn)	23.8	-1.3	16.4	-6.3	4.3	11.8	19.9	-14.2	16.7	3.0	-2.6
CCCCC(=O)NCCc1cc2c(C)ccc(C)c2[nH]c1=O	6.5	-15.5	-1.7	18.5	1.2	22.5	-11.4	-15.3	-34.5	-9.4	0.6
Cn1c(Cn2c(=O)sc3ccccc32)nnc1SCC(=O)N1CCCc2ccccc21	6.5	5.4	-8.5	-21.0	4.0	-26.4	18.0	-24.4	-13.0	1.3	2.6
COc1ccc(-c2cn3c(C)c(C(=O)Nc4cc(NC(C)=O)ccc4OC)sc3n2)cc1	6.4	-7.7	14.4	4.8	-54.2	-85.6	-23.8	-43.9	4.3	0.2	-3.6
Nc1cc(=O)[nH]c(SCCSc2ccccc2)n1	49.9	4.6	-0.3	-17.5	-0.6	-9.0	-18.1	-1.1	-7.2	4.1	2.7
O=C1C(Cl)=C(NCCCN2CCOCC2)C(=O)c2ccccc21	-48.7	-2.3	98.0*	38.3	·	-40.6	48.7*	-4.6	0.0	-50.6	83.4*
COc1ccc(CNCc2cccc(C)c2)cc1	-15.4	-3.2	5.7	-12.8	2.8	-13.0	6.5	18.0	13.1	-13.4	-8.8
CCCNC(=O)C1(C)CCCN(Cc2ccc(C(=O)OCC)o2)C1 (stereo not drawn)	3.2	2.4	·	-7.8	·	5.8	15.5	-1.1	0.7	-15.5	-13.3
CCC(c1nnnn1CS(=O)(=O)c1ccc(C)cc1)N1CCC(C(N)=O)CC1 (stereo not drawn)	3.9	0.4	-5.4	-1.3	2.8	-5.4	7.9	-12.8	32.5	-18.6	16.2
Cc1cc(C(=O)NC(C)CCC(C)C)c2ccccc2n1 (stereo not drawn)	1.6	-6.8	-2.6	-1.4	4.9	-1.5	15.7	-19.0	-2.4	-25.7	-2.7
CCc1c(C)sc(NC(=S)N2CCN(C(=O)C3CCCO3)CC2)c1C(=O)OC (stereo not drawn)	-0.7	-12.6	-1.1	-18.1	·	9.8	-6.2	7.2	-10.9	-2.6	-6.6
COc1cc(O)c(C(CC(=O)N2CCCC(C)C2)c2ccc(N(C)C)cc2)c(OC)c1 (stereo not drawn)	0.3	13.9	2.1	-10.0	-0.4	-2.5	1.8	20.6	5.3	-8.2	-21.7
Cc1ccc(C(=O)CCC(=O)Nc2ccc(C)cn2)cc1	-15.0	12.8	-5.2	-9.1	0.7	0.4	0.0	-18.3	17.0	-6.3	-5.5
O=S(=O)(c1ccccc1)c1cnc(-c2ccccc2)nc1N1CCCC1	3.9	2.0	-4.3	11.2	-0.1	-0.1	16.7	-42.3	15.4	-6.7	-2.9
Cc1c(C#N)c(NC(=O)CCl)n(Cc2ccccc2)c1C	53.5*	-16.2	81.3*	16.6	3.4	13.5	19.8	95.3*	19.3	25.2	9.6
CCn1c(SCC(=O)OC2CCCCC2)nnc1-c1ccncc1	1.3	-10.3	-8.6	9.5	1.1	-3.2	3.3	-3.1	15.4	-14.0	-8.6
CSc1nnc(SCC(=O)NC(=O)c2ccccc2)s1	-15.3	2.6	-17.5	15.1	1.8	-24.5	-19.9	-25.2	-6.2	-19.7	11.0
Cc1ccc(C)c(NC(=O)c2cccc(Oc3ccc([N+](=O)[O-])cc3Cl)c2)c1	33.4	-11.6	13.9	15.3	-0.5	11.3	-5.5	-56.1	36.8	13.6	-0.5
CCCN(CCC)C(=O)C[n+]1cccc(/C=N/O)c1	0.9	3.3	16.8	2.2	-4.4	-10.6	12.5	3.6	-3.2	6.8	-18.0
O=C(c1ccc(CN2CCc3ccccc3C2)cc1)N1CCN(c2ccc(F)cc2)CC1	19.6	4.9	3.9	-5.6	0.6	21.7	-11.6	-12.2	33.1	17.7	-0.4
COCCN(CC(=O)NCc1ccc(F)cc1)C(=O)CCC(=O)Nc1ccccn1	2.5	5.0	-1.4	-2.0	-2.3	6.0	20.8	14.6	7.2	-21.3	-3.7
CCCCCC(=O)Nc1ccc(C2C(=O)c3ccccc3C2=O)cc1	-126.3	-0.7	-34.5	5.2	1.6	-11.8	-175.5	1.9	2.9	17.3	22.6

Record cards, from the list above.
`COc1cc(O)c(C(CC(=O)N2CCCC(C)C2)c2ccc(N(C)C)cc2)c(OC)c1` (stereo not drawn) is listed as Peg3 prom inh: 0.3; KKLEB tox: 13.9; MITF TRPM1 inh: 2.1; CF NFkB inh: -10.0; NR2E3 ag-1: -0.4; NR2E3 ag-2: -2.5; HIF-2a inh: 1.8; Shn3 inh set2: 20.6; TWEAK-Fn14 inh: 5.3; TROY signal inh: -8.2; TRAIL sens C8: -21.7
`Cc1c(C(=O)NCCC#N)sc(=O)n1Cc1ccc(F)cc1` is listed as Peg3 prom inh: 2.2; KKLEB tox: -2.6; MITF TRPM1 inh: ·; CF NFkB inh: 18.6; NR2E3 ag-1: ·; NR2E3 ag-2: -18.1; HIF-2a inh: 2.3; Shn3 inh set2: -41.5; TWEAK-Fn14 inh: -2.2; TROY signal inh: 7.0; TRAIL sens C8: -6.2

(listing goes on)
SMILES	Peg3 prom inh	KKLEB tox	MITF TRPM1 inh	CF NFkB inh	NR2E3 ag-1	NR2E3 ag-2	HIF-2a inh	Shn3 inh set2	TWEAK-Fn14 inh	TROY signal inh	TRAIL sens C8
Cc1nccn1C(c1ccccc1)c1ccccc1	9.5	0.7	2.9	-2.4	-1.1	-1.8	20.5	23.3	-8.0	19.5	-19.6
CC(Cc1cccs1)NC(=S)Nc1ccccc1 (stereo not drawn)	-16.3	-1.5	-16.4	0.7	0.8	-9.5	-56.1	-2.4	-15.4	-13.2	-1.8
COc1ccc(/C(C)=N/NC(=S)Nc2cc(C)ccc2C)cc1	-3.0	-1.2	4.2	2.7	-5.7	41.3	-1.4	-16.3	-27.5	7.6	2.3
Cc1cc(Br)cn2c(Cc3cccc(F)c3)c(-c3ccc(F)cc3)nc12	·	·	·	·	·	-21.9	-5.8	·	-4.0	24.3	7.8
C=CCOC(=O)C1=C(C)NC(SCC)=C(C#N)C1c1ccc(Cl)cc1 (stereo not drawn)	25.1	-1.8	16.0	-1.3	0.3	-23.7	29.6	15.0	35.4	18.8	20.8
COc1ccc(-c2cc(=O)oc3c(O)c(O)ccc23)cc1	23.5	-13.5	-5.5	19.8	0.1	-88.4	9.0	-0.4	2.9	7.0	1.6
COc1cccc2sc(N(CCN(C)C)C(=O)c3ccc4c(c3)CCCC4)nc12	-18.1	-10.0	-9.0	25.9	5.6	-29.1	-3.5	19.1	-2.5	-16.2	-0.5
CCOc1ccc(NC(=O)CN(C)C(=O)c2c(C)nn(Cc3ccccc3Cl)c2C)cc1OCC	4.9	-3.7	13.1	-1.9	·	-3.3	7.0	-0.9	-11.3	-2.2	-14.1

The list is partial (hit frequency here may not be typical).
